# Assay outcomes as filed in PubChem BioAssay.
# BoNT-F LC inh – BoNT/F light chain protease inhibitors, primary screen, biochemical, flow cytometry, MLPCN library; AID 588497, 2011; inhibition, % at 10 µM; 0.22% of 360,000 active; Multiplex microsphere protease cleavage assay; Botulinum neurotoxin type F light chain protease (Clostridium botulinum); in the data active means inhibition above about 35%, passing the limit was not always enough; inconclusive means no clear call, values can overlap the other calls; further: plate controls were buffer without enzyme for full effect and enzyme alone for no effect
# MazEF act – activators of E. coli MazEF toxin-antitoxin RNase, primary screen, biochemical, fluorescence, uHTS; 0.32% of 350,000 active; FAM/BHQ RNA-DNA oligo cleavage fluorescence, 5 h; AID 504720, 2011; activation, % at 20 µM; in the data active means activation above about 50%
# Rv3671c protease – Rv3671c serine protease inhibitors, primary screen, biochemical, fluorescence polarization, M. tuberculosis H37Rv | P9WHR9 | 0.048% of 320,000 active | inhibition, % at 5.96 µM; in the data active means inhibition above about 38%;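 further: extracellular domain of Rv3671c used as enzyme; 0% = enzyme with DMSO and 100% = no enzyme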
# BioA inh – M. tuberculosis BioA enzyme inhibitors, primary screen, biochemical, plate reader, single point, HTS; 7,8-diaminopelargonic acid synthase BioA (Mycobacterium tuberculosis); purified M. tuberculosis BioA enzyme; inhibition, % at 9.99 µM; 0.096% of 360,000 active; AID 602481, 2012; in the data active means inhibition above about 40%; inconclusive means no clear call, values can overlap the other calls
# FBA Mtb inh – Mtb FBA enzyme inhibitors, primary screen, biochemical, fluorescence, strain H37Rv. inhibition, % at 1 µM. purified M. tuberculosis FBA, fluorescence read-out. 2.3% of 360,000 active. AID 588726, 2011. Fructose-bisphosphate aldolase (Mycobacterium tuberculosis (strain ATCC 25618 / H37Rv)), …; in the data active means inhibition above about 27%;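 further: 0% = vehicle and 100% = reference inhibitor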
# Target sequence (P9WQA3 whole entry, looked up): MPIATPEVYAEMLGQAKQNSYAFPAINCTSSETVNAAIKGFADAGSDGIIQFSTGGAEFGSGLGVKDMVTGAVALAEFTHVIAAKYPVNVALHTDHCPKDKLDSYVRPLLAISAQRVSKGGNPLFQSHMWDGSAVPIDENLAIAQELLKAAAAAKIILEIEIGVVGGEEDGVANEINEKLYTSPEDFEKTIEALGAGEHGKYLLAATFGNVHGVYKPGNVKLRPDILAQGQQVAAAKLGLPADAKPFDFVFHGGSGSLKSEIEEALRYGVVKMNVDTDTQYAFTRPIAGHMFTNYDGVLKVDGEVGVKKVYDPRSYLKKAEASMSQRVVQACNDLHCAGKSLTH
# PrPC surface inh – inhibitors of human cell surface prion protein PrPC, primary screen, cell-based, TR-FRET; Major prion protein (Homo sapiens), P04156; TR-FRET read-out; 0.43% of 370,000 active; AID 720596, 2013; inhibition, % at 13.8 µM; in the data active means inhibition above about 24%; further: 0% = median of the test wells and 100% = reference compound wells
# FadD28 binding – inhibitors of FadD28 bisubstrate probe binding, primary screen, biochemical, fluorescence polarization, single point; Mycobacterium tuberculosis FadD28 fatty-acid-AMP ligase; inhibition, % at 12.5 µM; 0.22% of 360,000 active; AID 588549, 2011; in the data active means inhibition above about 8.5%, passing the limit was not always enough; inconclusive means no clear call, values can overlap the other calls
# GDH-TPI counter – GDH-TPI coupling enzyme inhibitors, primary screen, artefact control for M. tuberculosis FBA inhibitor project, biochemical, absorbance, full deck. GDH-TPI coupled enzyme counterscreen, NADH absorbance. 1.2% of 360,000 active. AID 588335, 2011. inhibition, % at 4.8 µM; in the data active means inhibition above about 30%;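 further: 0% = DMSO wells and 100% = wells lacking the enzyme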
# UGM FP inh – M. tuberculosis UGM enzyme inhibitors, primary screen, biochemical, fluorescence polarization, single point | UDP-galactopyranose mutase (Mycobacterium tuberculosis (strain ATCC 25618 / H37Rv)), … | purified UGM, fluorescence polarization probe displacement | inhibition, % at 10 µM | 0.06% of 320,000 active; in the data active means inhibition above about 10%, passing the limit was not always enough; inconclusive means no clear call, values can overlap the other calls
# Target sequence (P9WIQ1 whole entry, looked up): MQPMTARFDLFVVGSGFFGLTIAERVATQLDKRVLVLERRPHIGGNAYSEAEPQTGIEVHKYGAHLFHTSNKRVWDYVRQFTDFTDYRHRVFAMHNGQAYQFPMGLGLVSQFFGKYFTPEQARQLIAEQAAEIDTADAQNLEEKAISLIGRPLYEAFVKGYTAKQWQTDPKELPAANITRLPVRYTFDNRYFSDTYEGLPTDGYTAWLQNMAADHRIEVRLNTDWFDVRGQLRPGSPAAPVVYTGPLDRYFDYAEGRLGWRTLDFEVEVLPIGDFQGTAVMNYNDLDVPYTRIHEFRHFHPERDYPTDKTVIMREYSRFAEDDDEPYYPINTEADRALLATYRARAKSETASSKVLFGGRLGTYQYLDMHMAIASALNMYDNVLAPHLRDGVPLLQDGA
# * hit, by the source's call; ? = inconclusive; . = not tested or not shown. Hits appear at their usual frequency; about 4.8% have a hit in one of these screens.
# Short keys: A = BoNT-F LC inh; B = MazEF act; C = Rv3671c protease; D = BioA inh; E = FBA Mtb inh; F = PrPC surface inh; G = FadD28 binding; H = GDH-TPI counter; I = UGM FP inh
Structure: Cc1ccccc1CSc1nnc(-c2ccccn2)n1C
  A: .; B: 8.9; C: -1.8; D: 1.1; E: -0.3; F: 3.0; G: -2.4; H: -0.7; I: 1.9
Structure: Fc1ccccc1-c1nc(-c2ccc(Br)o2)no1
  A: -2.0; B: -16.4; C: -2.8; D: .; E: -5.3; F: -4.0; G: -2.9; H: 1.5; I: 0.2
Structure: CCCCC(=O)N(C)c1c(C)nc2ccc(C(=O)NCCOc3ccc(OC)cc3)cn12
  A: 6.9; B: .; C: .; D: -1.4; E: 2.8; F: 7.2; G: -5.9; H: -13.7; I: .
Structure: CCSc1nnc(NC(=O)CSc2nc3c(c(=O)n2CCOC)SC(C)C3)s1 (stereo unspecified)
  A: 0.6; B: 7.8; C: -4.4; D: -0.3; E: -2.1; F: 7.7; G: 1.5; H: 18.7; I: -0.8
Structure: C=CC[C@H]1CC(Cc2ccccc2)=C[C@H](CC=C)N1
  A: -12.4; B: 8.5; C: -3.1; D: -3.5; E: -1.6; F: -11.9; G: 0.5; H: 11.0; I: -0.8
Structure: CC(=O)NNc1cc(C)nc(N)n1
  A: -6.1; B: -1.9; C: -0.4; D: -1.0; E: 0.7; F: 4.8; G: -0.3; H: -7.4; I: -0.3
Structure: Cc1cc(NC(=O)Cn2nnc3sc4c(c3c2=O)CCCC4)no1
  A: -5.6; B: -2.7; C: -1.1; D: -0.9; E: 1.9; F: 3.4; G: -0.1; H: 10.6; I: -0.6
Structure: COc1ccc(CN2CCN(C(=O)c3cccs3)CC2)c(OC)c1OC
  A: -5.4; B: -0.8; C: 4.5; D: 2.1; E: -0.1; F: -0.5; G: -2.9; H: -1.2; I: 0.0
Structure: CCCCNC(=S)NCC(c1ccccc1)c1c[nH]c2ccccc12 (stereo unspecified)
  A: -0.7; B: -4.0; C: -0.2; D: -2.5; E: 1.2; F: -0.7; G: .; H: 13.8; I: 1.0
Structure: CCSc1nnc(NC(=O)CSc2sc3c(O)cc(=O)[nH]c3c2C#N)s1
  A: -3.7; B: 5.1; C: -11.6; D: -0.8; E: 2.2; F: 19.1; G: 6.9; H: 7.5; I: 0.7
Structure: C=CCN(C)NC(=O)Nc1ccccc1
  A: -3.5; B: 1.3; C: 12.7; D: 0.8; E: 0.4; F: 0.8; G: -3.9; H: 4.8; I: 0.2
Structure: N#Cc1c(N(CCO)CCO)nc(N)c2c(N)nc3c(c12)CC(=O)N3Cc1cccs1
  A: -17.7; B: -14.3; C: 3.9; D: .; E: 10.1; F: .; G: 0.5; H: 12.8; I: 0.7
Structure: CS(=O)(=O)Cc1ccc(C(=O)N2CCN(C(=O)c3cccs3)CC2)cc1
  A: -8.2; B: 2.1; C: 1.6; D: -0.7; E: -0.6; F: 3.7; G: -3.3; H: -2.2; I: -0.2
Structure: CCOc1ccc(CCNC(=O)Cn2c(=O)oc3ccccc32)cc1OCC
  A: -5.7; B: -0.5; C: -1.6; D: .; E: -0.9; F: .; G: -3.4; H: -3.2; I: 1.5
Structure: N/C(=N\OCc1ccc([N+](=O)[O-])cc1)c1ccncc1
  A: -5.2; B: -4.3; C: -14.5; D: .; E: 1.0; F: -7.7; G: -1.5; H: -2.9; I: -0.3

# Reformatted tab-delimited: entries from further up.
SMILES	BoNT-F LC inh	MazEF act	Rv3671c protease	BioA inh	FBA Mtb inh	PrPC surface inh	FadD28 binding	GDH-TPI counter	UGM FP inh
CCCCNC(=S)NCC(c1ccccc1)c1c[nH]c2ccccc12 (stereo unspecified)	-0.7	-4.0	-0.2	-2.5	1.2	-0.7	.	13.8	1.0
CCSc1nnc(NC(=O)CSc2sc3c(O)cc(=O)[nH]c3c2C#N)s1	-3.7	5.1	-11.6	-0.8	2.2	19.1	6.9	7.5	0.7
C=CCN(C)NC(=O)Nc1ccccc1	-3.5	1.3	12.7	0.8	0.4	0.8	-3.9	4.8	0.2
N#Cc1c(N(CCO)CCO)nc(N)c2c(N)nc3c(c12)CC(=O)N3Cc1cccs1	-17.7	-14.3	3.9	.	10.1	.	0.5	12.8	0.7
CS(=O)(=O)Cc1ccc(C(=O)N2CCN(C(=O)c3cccs3)CC2)cc1	-8.2	2.1	1.6	-0.7	-0.6	3.7	-3.3	-2.2	-0.2

# The list goes on.
# Short keys: A = BoNT-F LC inh; B = MazEF act; C = Rv3671c protease; D = BioA inh; E = FBA Mtb inh; F = PrPC surface inh; G = FadD28 binding; H = GDH-TPI counter; I = UGM FP inh
Structure: Cn1cc(C(=O)Nc2ccc(F)c(F)c2)cn1
  A: -3.9; B: 2.8; C: -1.1; D: 22.7; E: 8.8; F: -0.4; G: -0.4; H: -2.2; I: -0.5
Structure: Cc1ccc2c(c1)C(SCC(=O)NCCc1ccccc1)CC1(CCCC1)O2 (stereo unspecified)
  A: -10.8; B: 7.5; C: -2.7; D: 1.3; E: 2.6; F: -0.6; G: -0.2; H: 0.0; I: 1.7
Structure: Cc1c(C(=O)NCc2cccnc2)oc2c1C(=O)CC(C)(C)C2
  A: 8.2; B: -3.7; C: 0.5; D: -1.8; E: 2.1; F: 6.6; G: -0.9; H: 12.0; I: 0.5
Structure: COc1cc(NCCCCCCN)c2ncccc2c1OC
  A: -104.1; B: -6.2; C: .; D: .; E: -4.0; F: -31.8; G: -3.2; H: 7.8; I: .
Structure: CCOC(=O)Cc1ccc(Nc2nc(NCc3ccccc3)nc3ccsc23)cc1
  A: -1.6; B: .; C: .; D: -0.2; E: -0.1; F: 2.6; G: -5.2; H: 11.1; I: .
Structure: CC(C)(C)c1ccc(C(=O)NNc2ncccc2-n2cccc2)cc1
  A: ?; B: -19.2; C: 7.3; D: 0.3; E: -0.8; F: 2.9; G: -0.8; H: 0.7; I: 0.6
Structure: CCn1cc([N+](=O)[O-])c(C(=O)N2N=C(c3ccccc3)CC2c2ccc([N+](=O)[O-])cc2)n1 (stereo unspecified)
  A: -0.4; B: 2.2; C: -10.8; D: .; E: 0.4; F: -2.1; G: -1.8; H: 4.1; I: 0.9
Structure: O=C(CNc1ccc(Cl)cc1)c1ccc(Br)cc1
  A: -0.1; B: -4.4; C: 5.3; D: 2.3; E: -2.4; F: 2.1; G: -0.5; H: 2.5; I: 2.2
Structure: CCN1CCN(C(=O)c2cc3c(s2)-c2ccccc2S(=O)(=O)C3)CC1
  A: -9.8; B: 7.2; C: -4.1; D: 14.3; E: -1.2; F: -27.9; G: -0.9; H: 12.0; I: 4.4
Structure: Cc1ccn2c(=O)nc(SCC(=O)Nc3ccc4c(c3)OCO4)nc2c1
  A: 5.6; B: -1.1; C: -0.3; D: 9.1; E: -1.3; F: -2.5; G: -0.5; H: 12.8; I: 0.3
Structure: CCOC(=O)COc1ccc2nsnc2c1
  A: -26.5; B: 7.4; C: 2.1; D: -1.6; E: 11.6; F: -17.7; G: -1.6; H: 12.3; I: 1.3
Structure: Cn1c2c(c(=O)n(C)c1=O)CN(Cc1ccco1)CN2
  A: .; B: 1.8; C: 10.3; D: -0.7; E: 4.3; F: -4.2; G: 0.7; H: 1.4; I: -4.2
Structure: O=C1c2ccccc2C(=O)N1CCCN1C(=O)c2ccccc2C1=O
  A: 2.1; B: 2.4; C: .; D: -2.3; E: 5.0; F: -7.0; G: .; H: 14.9; I: .
